ALDH1A1 inh = inhibitors of human aldehyde dehydrogenase 1A1 | Purified ALDH1A1, NADH fluorescence, propionaldehyde substrate | Potency, µM (titrated, usually from 75.3 µM), without a hit: top-dose activity, negative = inhibition, usual class: inhibitors | actives 7.3% (n = 220,000); active means well fitted inhibition curve with a large enough effect, not every such curve was filed as active; inconclusive means small, poorly fitted or top-dose-only effect, or another doubt; inactive means no such curve, though single readings can be large or run the other way;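 further: plate controls were no enzyme wells and a reference inhibitor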
Target sequence (P00352 whole entry, looked up): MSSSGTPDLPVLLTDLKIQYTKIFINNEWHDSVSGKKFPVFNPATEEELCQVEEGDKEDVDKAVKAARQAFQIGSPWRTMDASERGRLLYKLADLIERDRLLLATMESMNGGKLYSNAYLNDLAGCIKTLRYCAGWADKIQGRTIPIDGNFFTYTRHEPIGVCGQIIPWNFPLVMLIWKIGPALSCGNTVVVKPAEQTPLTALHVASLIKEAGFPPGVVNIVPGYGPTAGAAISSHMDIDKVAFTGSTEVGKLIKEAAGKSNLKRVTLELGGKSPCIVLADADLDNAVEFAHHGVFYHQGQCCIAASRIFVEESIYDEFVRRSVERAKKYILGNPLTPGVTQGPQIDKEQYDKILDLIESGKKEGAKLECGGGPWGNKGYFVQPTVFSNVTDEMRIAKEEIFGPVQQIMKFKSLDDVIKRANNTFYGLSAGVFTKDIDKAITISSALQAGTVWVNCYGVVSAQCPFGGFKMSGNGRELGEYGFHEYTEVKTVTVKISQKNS
Lamin A splicing = changes lamin A minigene splicing in HeLa cells | actives 0.01% (n = 200,000) | Potency, µM (highest dose often 46.1 µM), for the others: at the highest dose ratio change, negative = inhibition, actives largely listed as inhibitors | HeLa LMNA splicing GFP/RFP minigene ratio, 48 h; active means well fitted inhibition curve with a large enough effect in the signal ratio, with a control signal flat, not every such curve was filed as active; inconclusive means small, poorly fitted or top-dose-only effect, or effect the other way, or a change in a side signal; the % refers to the signal ratio; further: on the % scale 0 is the no-effect control and ±100 the full control effect
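Read-out is the ratio of GFP to DsRed2 object intensity, acquired by 488 nm laser-scanning cytometry on HeLa lamin A-EGFP minigene reporter cells. Compound incubation 48 hrs at 37 °C in Opti-MEM with 2% FBS; DMSO 0.5% final.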
TRb-SRC2 inh = TRbeta-SRC2 interaction inhibition; P10828; AID 1469; Potency, µM (highest dose often 106 µM), for the others: top-dose activity change, negative = inhibition, usual class: inhibitors; TRbeta-SRC2 peptide binding, fluorescence polarization; receptor liganded with 1 µM T3; actives 0.065% (n = 280,000);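 further: plate controls were bound peptide for no effect and peptide without receptor for full effect; nearly all actives have a fitted effect of over 50% in size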
Target sequence (P10828 whole entry, looked up): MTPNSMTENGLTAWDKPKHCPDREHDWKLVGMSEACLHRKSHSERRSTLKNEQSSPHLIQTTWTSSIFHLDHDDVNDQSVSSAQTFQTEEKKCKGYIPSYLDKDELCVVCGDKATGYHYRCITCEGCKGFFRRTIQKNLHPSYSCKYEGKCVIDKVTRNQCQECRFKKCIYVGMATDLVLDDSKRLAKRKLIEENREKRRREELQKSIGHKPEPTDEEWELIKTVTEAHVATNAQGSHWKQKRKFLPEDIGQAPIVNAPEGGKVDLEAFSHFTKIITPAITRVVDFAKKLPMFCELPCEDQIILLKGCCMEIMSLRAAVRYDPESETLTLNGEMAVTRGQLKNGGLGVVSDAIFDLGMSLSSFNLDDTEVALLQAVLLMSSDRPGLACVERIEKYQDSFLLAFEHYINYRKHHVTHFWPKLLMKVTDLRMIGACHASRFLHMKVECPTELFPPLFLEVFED
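Human TRb ligand-binding domain (0.6 uM) is mixed with 20 nM Texas Red SRC2 peptide and 1 uM T3; after compound addition and 5 hr at ambient temperature, polarization is measured and normalized to unbound and bound controls.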
TR SRC2 fluor cs = Texas Red fluorescence interference in TRb-SRC2 counter-screen. TRb/SRC2 Texas Red total fluorescence interference. Potency, µM (top dose mostly 106 µM), for the others: top-dose fluorescence change, negative = quenching. actives 0.29% (n = 280,000). AID 1479; active means well fitted curve in either direction with a large enough effect; inconclusive means small, poorly fitted or top-dose-only effect; further: on the % scale 0 is the no-effect control and ±100 the full control effect
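Human TRb ligand-binding domain at 0.6 uM with 20 nM Texas Red SRC2 peptide in Tris buffer containing 1 uM T3 and 5% DMSO, incubated with compound 5 h at ambient temperature. Total fluorescence (555/632 nm) calculated as parallel + 2 × perpendicular.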
RGS12 GoLoco inh = blocks human Gai1 binding to RGS12 GoLoco peptide, red readout; AID 880; Potency, µM (highest dose often 61.6 µM), without a hit: top-dose activity, negative = inhibition, most hits filed as inhibitors; Gai1:RGS12 GoLoco peptide FP, rhodamine, 10 min; P63096; actives 0.44% (n = 230,000); active means well fitted inhibition curve with a large enough effect, not every such curve was filed as active; inactive means no such curve, though single readings can be large or run the other way; further: on the % scale 0 is the no-effect control and ±100 the full control effect; nearly all actives have a fitted effect of over 30% in size; many of its hits are not listed in these tables
RECQ1 helicase = RECQ1 (human) helicase inhibition; P46063; RECQ1 DNA unwinding, red fluorescence kinetic read; Potency, µM (series often up to 57.3 µM), for inactives: at the highest dose activity, negative = inhibition, hits mostly inhibitors; actives 0.54% (n = 240,000);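 further: plate controls were vehicle for no effect and no enzyme for full effect; nearly all actives have a fitted effect of over 30% in size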
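50 nM RECQ1T1 preincubated 15 min with compound in Tris pH 8.0 buffer with MgCl2, DTT, Tween-20 and 2.5 ug/ml poly(dI-dC); started with 200 nM TAMRA/BHQ-2 forked duplex and 2 mM ATP. Unwinding read as fluorescence (525/598 nm), two reads 2 h apart.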
SMN2 splice up = SMN2 splice variant enhancement | HEK293 SMN2-luciferase splicing reporter, luminescence, 30-36 h | actives 2.8% (n = 210,000) | Potency, µM (highest dose often 46.1 µM), inactives show top-dose activity change, positive = activation, usual class: activators; further: % of control where 0% means no effect; nearly all actives have a fitted effect of over 55% in size
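HEK293 cells carry an SMN2 […]–luciferase reporter in which exon 7 inclusion puts luciferase in frame. Cells were plated 10-12 h before compound addition, then incubated 30-36 h at 37C. ONE-Glo luminescence was read; sodium butyrate at 4.5 mM final served as control.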
KDM4E inh = inhibitors of human JMJD2E histone demethylase; B2RXH2; JMJD2E catalytic domain, FDH-coupled NADH fluorescence (FDH is formaldehyde dehydrogenase); Potency, µM (doses to about 57.1 µM), for the others: at the top dose activity change, negative = inhibition, usual class: inhibitors; actives 1.6% (n = 230,000); AID 2147; active means well fitted inhibition curve with a large enough effect, not every such curve was filed as active; inconclusive means small, poorly fitted or top-dose-only effect, or another doubt; inactive means no such curve, though single readings can be large or run the other way;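 further: 0% = wells with enzyme and -100% = buffer wells without enzyme; nearly all actives have a fitted effect of over 50% in size; many of its hits are not listed in these tables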
Starred values were filed as active, the others as inactive; i = inactive; ? = inconclusive; / = not tested or not shown; [ ] = another dose, or the depositor's remark. Unless noted, the call rests on the fitted dose curve; in most records, active means well fitted curve in the direction sought with a large enough effect; inconclusive means small, poorly fitted or top-dose-only effect, or another doubt; inactive means no such curve, though single readings can be large; an effect the other way counts as inactive or inconclusive. Potency means the concentration at half of the fitted maximal effect. A portion of the library. The share of hits here may be higher or lower than overall.

Second line of a record – ALDH1A1 inh	Lamin A splicing	TRb-SRC2 inh	TR SRC2 fluor cs	RGS12 GoLoco inh	RECQ1 helicase	SMN2 splice up	KDM4E inh
> CC(C)c1ccc(NC(=O)C(=O)C2C(=O)Nc3ccccc32)cc1 (stereo not given)
    4%	/	-1%	-1%	15%	i	11%	?
> CCCOc1ccc(CC(=O)NNC(=S)Nc2ccccc2)cc1Br
    18µM*	?	2%	-7%	11%	-6%	-4%	-6%
> O=C(Cn1cnc([N+](=O)[O-])n1)N/N=C/c1ccc2ccccc2c1
    -6%	-5%	0%	-2%	7%	0%	?	-4%
> CC(C)(C)NC(=O)c1ccccc1-c1nc(-c2ccccc2Cl)no1
    ?	?	-6%	0%	7%	i	-8%	0%
> COC(=O)Cn1c(=O)c2c(nc(Br)n2Cc2ccccc2Cl)n(C)c1=O
    8%	13%	-2%	-1%	9%	-16%	-12%	0%
> COc1ccc(C2c3ccsc3CCN2C(=O)NC(C)(C)C)cc1 (stereo not given)
    -1%	/	12%	-3%	-1%	i	/	-19%
> CCOC(=O)c1sc2ncn(CC(=O)N(CC)CC)c(=O)c2c1C
    ?	?	-12%	0%	-9%	18%	-19%	6%
> C/C(CCc1oc2c(Br)cc(Br)cc2c1-c1ccc(C)o1)=N\O
    -13%	-9%	1%	2%	-1%	i	-21%	-14%
> O=C(CN(c1ccccc1Cl)S(=O)(=O)c1ccccc1)N/N=C/c1ccccc1C(=O)O
    10%	/	-7%	-5%	7%	-5%	10%	1%
> O=C(O)C1CCCCC1C(=O)NCCCn1ccnc1 (stereo not given)
    -3%	-1%	6%	2%	-19%	-1%	-30%	0%
> CCOC(=O)C1CCN(c2c(N3CCCCCC3)c(=O)c2=O)CC1
    ?	-13%	-1%	0%	-7%	-1%	5%	2%
> COc1cc(/C=N/Nc2nc3ccccc3o2)cc(OC)c1O
    0%	4%	-5%	-11%	7%	-13%	-6%	?
> CC(C)NC(=O)Cn1nnc(-c2cccc(NC(=O)c3ccccc3F)c2)n1
    1%	1%	1%	-3%	18%	0%	-7%	?
> COc1ccc(C(=O)/C=C/Nc2ccc(S(=O)(=O)Nc3nc(C)cc(C)n3)cc2)cc1OC
    ?	?	4%	-3%	23%	-17%	24%	?
> O=C(Nc1ccc(F)cc1)c1cccc2c1C(=O)N(Cc1ccccn1)C2
    6%	4%	4%	-1%	9%	-4%	2%	-3%
> COc1ccc(-c2cc(C(F)(F)F)n3ncc(C(=O)Nc4c(C)n(C)n(-c5ccccc5)c4=O)c3n2)cc1
    -9%	?	-4%	0%	-5%	-6%	-2%	-6%
> COc1cccc(C(=O)Cn2c(=O)n(CC3CCCO3)c(=O)c3ccccc32)c1 (stereo not given)
    -11%	-9%	1%	1%	-2%	-6%	6%	-7%
> O=S(=O)(N1CCCCC1)N1CCCN(S(=O)(=O)N2CCCCC2)CC1
    -12%	3%	-2%	0%	7%	i	29%	7%
> CC1CN(S(=O)(=O)c2cccc(C(=O)Nc3ccc(S(=O)(=O)Nc4ncccn4)cc3)c2)CC(C)O1 (stereo not given)
    5%	/	-3%	-2%	-8%	-1%	/	-8%
> COc1ccc(Cl)cc1C(=O)Nc1nnn(C)n1
    3%	-9%	4%	2%	6%	-6%	-4%	-7%
> CC(=O)N(CCCCl)C(C#N)c1ccccc1 (stereo not given)
    -5%	-2%	5%	-8%	3%	-14%	-11%	2%
> Cc1ccc2[nH]c(O)c(N=NC(=O)CCc3ccccc3)c2c1Br
    -3%	-12%	6%	-8%	-1%	-2%	-15%	5%
> Cc1cc(C(=O)Nc2c(C)nn(Cc3ccccc3Cl)c2C)no1
    2%	-4%	5%	1%	-5%	-2%	-4%	5%
> CCCN1C2CCCC1CC(NC(=O)c1ccc(F)cc1)C2 (stereo not given)
    12%	-3%	0%	-1%	/	i	/	4%
> CCOC(=O)c1c(C)n(-c2ccc(C)cc2)c2c(C(C(C)=O)C(=O)O)c(Br)c(O)c(O)c12 (stereo not given)
    ?	-3%	-15%	2%	-18%	-19%	?	?
> CC(NC(=O)c1ccc(Cl)cc1)C(=O)N1CCCCC1 (stereo not given)
    17%	-3%	-1%	-2%	3%	-2%	-3%	7%
> Cn1nnc2cc(C(=O)Nc3ccccc3)ccc21
    0%	-5%[46 µM]	0%	-1%	3%	-5%	10%	-4%
> COC(=O)CN(c1ccc(Cl)cc1C)S(C)(=O)=O
    16%	14%[46 µM]	-5%	-1%	5%	1%	/	-9%
> Cc1ccccc1/C=N/Nc1ccc(Cl)nn1
    4%	?	-5%	0%	4%	11%	-2%	?
> C#CCOCCOCCOCCNc1nc(N2CCN(C(=O)Cn3cc(CCCCN)nn3)CC2)nc(N2CCN(C(=O)[C@H](C(C)C)n3cc(CCO)nn3)CC2)n1
    11%	0%	5%	-1%	5%	i	4%	-26%
> COc1ccc(C(=O)NC(=S)NC(C)(C)C)cc1Br
    ?	19%	-1%	-7%	6%	-13%	17%	-5%
> Cc1cc(Br)ccc1NC(=O)C1CCCO1 (stereo not given)
    15%	-8%	1%	2%	-13%	-5%	-4%	1%
> CC(=O)Nc1ccc(NS(C)(=O)=O)cc1
    10%	2%	-3%	0%	-3%	-2%	1%	6%
> CC(C)[C@H]1COC(c2cccc([N+](=O)[O-])c2)=N1
    -10%[120 µM]	/	2%[201 µM]	-2%[201 µM]	12%[136 µM]	-3%[126 µM]	/	/
> O=C(O)c1ccccc1C(=O)NCCc1c(C(=O)O)[nH]c2ccc(Cl)cc12
    /	/	-6%	-2%	5%	0%	/	-13%
> O=C(Nc1ccc(O)c(-c2nc3ccccc3s2)c1)c1cc(=O)c2ccccc2o1
    4%	-4%	-8%	-1%	7%	1%	-32%[inhibitor]	-8%
> CC(NC(=O)c1ccc(Cl)c(Cl)c1)c1ccc(-c2ccccc2)cc1 (stereo not given)
    /	/	1%	-1%	0%	i	/	-2%
> CCN1C(=O)S/C(=C/c2ccc(Oc3ccc([N+](=O)[O-])cn3)c(OC)c2)C1=O
    ?	/	5%	0%	43%[activator]	i	-49%[inhibitor]	4%
> CCCOC(=O)c1cc(NC(=O)/C=C/c2ccccc2)ccc1O
    0%	/	8%	0%	35%[activator]	8%	/	-7%
> O=C(c1cc(-c2ccccc2O)on1)N1CCc2ccccc2C1
    ?	?	11%	-1%	4%	-5%	21%	-4%
> CCN(C(=O)c1c(-c2ccccc2)noc1C)c1ccccc1
    6%	3%	-4%	-2%	-2%	1%	12%	3%
> CC1=NN(/C(=N\c2nnc(C)s2)Nc2ccccc2)[C@H](c2ccc(C)cc2)S1
    -10%	-9%	5%	1%	7%	-4%	-5%	1%
> CN=CC1=C(O)C(C(=O)OC)C(C)(C)CC1=O (stereo not given)
    -3%	/	2%	-3%	2%	-7%	-19%	7%
> CC1CCCC/C1=N\Nc1ccc(S(N)(=O)=O)cc1[N+](=O)[O-] (stereo not given)
    -8%	-6%	-6%[53 µM]	-1%[53 µM]	5%	-8%	10%	-3%
> CCOC(=O)N1CCN(C(=O)CSc2cc(C)nc3c(-c4ccccc4OC)c(C)nn23)CC1
    -1%	?	2%	3%	6%	-2%	-1%	-1%
> CN(C)CC(C)(C)CNC(=O)c1cc(Br)cc(Br)c1O
    -14%	-2%[46 µM]	-5%	-2%	1%	-5%	8%	?
> COC(=O)c1ccc(C2CC(=O)Nc3cc(OC)c(OC)c(OC)c32)cc1 (stereo not given)
    ?	-8%	-10%	-1%	-6%	i	?	?
> O=C(CSc1ncn[nH]1)N1c2ccccc2Sc2ccccc21
    /	/	2%	-1%	6%	-10%	/	-8%
> Cc1ccc(CN2CCN(/N=C/c3cc(Br)cc(Br)c3O)CC2)c(C)c1
    -1%	-9%	-5%	1%	-2%	-6%	2%	-3%
> CCCS(=O)(=O)N1CCN(CCN2C(=O)c3cccc4cccc(c34)C2=O)CC1
    0%	0%[46 µM]	-5%	-3%	18%	-7%	/	?

More results
Second line of a record – ALDH1A1 inh	Lamin A splicing	TRb-SRC2 inh	TR SRC2 fluor cs	RGS12 GoLoco inh	RECQ1 helicase	SMN2 splice up	KDM4E inh
> O=C(NCc1ccc(F)cc1)c1cccc(S(=O)(=O)N2CCCC2)c1
    -1%	4%	4%	-1%	8%	-3%	-19%	3%
> CCC(=O)NC(=S)Nc1ccc(NC(=O)CC)cc1
    8%	5%	-2%[53 µM]	-3%[53 µM]	-5%	-6%	12%	4%
> O=CC1=C(N2CCOCC2)/C(=C/c2ccc(Cl)cc2)CC1
    11µM*	/	-6%	-2%	11%	-2%	/	?
> N=C1C(c2ccccc2)=C(O)CN1c1ccccc1N1CCOCC1
    4%	-11%	4%	3%	/	i	/	8%
> COc1ccc(C(=O)N2CCCC2)cc1
    -14%	7%	-3%	-1%	1%	-2%	-4%	4%
> Cn1c(N2CCCCC2)nc2c1c(=O)n(Cc1cccc(Br)c1)c(=O)n2C
    -1%	?	4%	-3%	1%	-2%	-34%	-1%
> CCCS(=O)(=O)c1c(S(=O)(=O)CCC)c2c(N)cccn2c1C(=O)c1ccc(Br)cc1
    0%	-8%	-7%	2%	5%	-20%	4%	-3%
> O=C(CNS(=O)(=O)c1cccs1)NCc1ccccc1
    12%	15%[46 µM]	0%	-1%	3%	-1%	-11%	-8%

Source: PubChem
